PI4K2A block = blocks human PI4K2A kinase activity. activity change, negative = inhibition, % at 76.9 µM. AID 1346378. actives 0.13% (n = 420,000). purified PI4K2A, ADP-Glo luminescence, 1 h; hits give low values; in the data active = activity change below about -50%; inconclusive = mostly about -30% to -49%;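 note: -100% = wells without enzyme as full effect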
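ADP-Glo luminescence measured ADP generated by PI4K2A enzyme (4 ug/mL before mixing) with 1.2 mM PI substrate (pre-mix) and 300 microM ATP (pre-mix). Tris pH7.5 buffer with MgCl2, Triton X-100; 1 h reaction at ambient temperature.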
TRHR PAM = TRH receptor (human) allosteric enhancement; enhancement, % at 2 µM; P34981; actives 0.66% (n = 360,000); TRHR cells, fluo-8 calcium fluorescence, EC20 TRH enhancement; in the data active = enhancement above about 30%; note: 0% is about no effect
Target sequence (P34981 whole entry, looked up): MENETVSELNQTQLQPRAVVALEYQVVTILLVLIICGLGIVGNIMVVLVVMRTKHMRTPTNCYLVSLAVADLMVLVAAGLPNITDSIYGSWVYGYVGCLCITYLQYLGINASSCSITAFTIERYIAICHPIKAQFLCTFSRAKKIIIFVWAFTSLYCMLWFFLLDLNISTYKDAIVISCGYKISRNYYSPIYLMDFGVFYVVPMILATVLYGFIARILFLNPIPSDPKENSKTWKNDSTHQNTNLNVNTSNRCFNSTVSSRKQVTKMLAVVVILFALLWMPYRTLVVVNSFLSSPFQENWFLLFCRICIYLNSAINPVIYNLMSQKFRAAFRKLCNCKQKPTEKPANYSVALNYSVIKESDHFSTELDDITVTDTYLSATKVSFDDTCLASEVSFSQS
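TRHR-expressing cells loaded with fluo-8 calcium dye were read kinetically (ex 480/em 530) during compound addition, then stimulated with an EC20 of TRH (10 nM final). Enhancement of the Gq-mediated intracellular calcium response was scored.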
mIDH1 inhibitor = inhibitors of human mutant IDH1 R132H. IDH1-R132H enzyme, NADPH consumption, diaphorase/resazurin fluorescence. Potency, µM (titrated, usually from 76.6 µM), for inactives: at the top dose activity change, negative = inhibition, actives largely listed as inhibitors. O75874. actives 0.093% (n = 390,000); note: potency is the fitted concentration of half-maximal effect; % is set by controls: 0 for no effect and ±100 for the full control effect; nearly all actives have a fitted effect of over 65% in size
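IDH1-R132H (0.5 ug/mL) preincubated 30 min with compound, then NADPH (0.016 mM) and alpha-KG (2 mM) added; 80 min at RT, pH 7.5. Remaining NADPH coupled via diaphorase/resazurin to fluorescence (540/590 nm); concentration-response curves normalized to no-enzyme control.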
D2 antagonist = antagonizes the human D2 dopamine receptor; P14416; HEK293 TREx D2 cells, calcium flux, dopamine EC80; inhibition, % at 10 µM; actives 2% (n = 340,000); in the data active = inhibition above about 30%; note: 0% is about no effect
Target sequence (P14416 whole entry, looked up): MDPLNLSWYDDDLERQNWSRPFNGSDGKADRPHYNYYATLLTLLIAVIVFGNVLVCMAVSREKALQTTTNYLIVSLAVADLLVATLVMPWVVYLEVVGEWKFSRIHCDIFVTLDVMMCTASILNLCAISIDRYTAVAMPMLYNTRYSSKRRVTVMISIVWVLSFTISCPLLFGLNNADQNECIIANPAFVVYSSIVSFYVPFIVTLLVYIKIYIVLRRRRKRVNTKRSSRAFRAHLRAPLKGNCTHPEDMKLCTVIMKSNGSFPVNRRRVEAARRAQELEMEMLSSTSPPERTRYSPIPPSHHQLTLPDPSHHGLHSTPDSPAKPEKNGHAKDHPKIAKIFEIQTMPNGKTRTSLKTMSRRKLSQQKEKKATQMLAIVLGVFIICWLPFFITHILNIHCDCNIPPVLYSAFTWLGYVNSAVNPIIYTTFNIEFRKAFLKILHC
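Measurement of antagonist activity uses fluorescent calcium dye in inducible HEK293 T-REx D2 cells: 10 s baseline, compound addition with 180 s read, EC80 dopamine addition with a further 180 s read.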
TrxR1 substrate = is turned over as a substrate by rat TrxR1; purified TrxR1 substrate turnover, NADPH consumption readout; O89049; actives 0.01% (n = 390,000); Potency, µM (highest dose often 114 µM), without a hit: at the top dose activity change, negative = substrate turnover; AID 588456; note: potency is the fitted concentration of half-maximal effect; % is set by controls: 0 for no effect and ±100 for the full control effect; nearly all actives have a fitted effect of over 50% in size
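Rat TrxR1, dispensed at 90 nM, was prereduced with 400 uM NADPH (final) for 5 min at ~22 deg C, then incubated with compound 15 min before 400 uM selenite. A first-read NADPH fluorescence drop versus no-compound background flagged substrates.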
TRHR agonist = TRH receptor (human) agonism. P34981. TRHR cells, calcium flux fluo-8, FDSS agonist mode. activation, % at 2 µM. actives 0.18% (n = 360,000). AID 493084; in the data active = activation above about 30%; note: 0% is about no effect
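TRHR-expressing cells, plated overnight in medium with 10% serum, were loaded with fluo-8 calcium dye at room temperature. After a 10 s baseline, library compound was pin-added and calcium release was recorded kinetically (ex 480/em 530) as agonist response.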
D2 agonist = agonists of human D2 dopamine receptor | HEK293 T-REx D2 cells, calcium flux agonist mode | activation, % at 2 µM | actives 0.53% (n = 340,000);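 active = activation over 3 SD above normal in the single-dose calcium agonist read, cut at about 30% in these data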; note: 0% is about no effect
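Calcium-flux readout, 1 cycle/sec over 180 s following compound pin transfer, in inducible HEK293 Trex D2 cells (force-coupled); dopamine controls included. Positive calcium responses during this window marked compounds as potential agonists.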
USP1 inh = USP1/UAF1 (human) deubiquitinase inhibition; O94782; recombinant USP1/UAF1, Ub-Rhodamine cleavage fluorescence; Potency, µM (top dose mostly 57.1 µM), for the others: at the top dose activity change, negative = inhibition, actives largely listed as inhibitors; actives 0.23% (n = 390,000); note: potency is the fitted concentration of half-maximal effect; % is set by controls: 0 for no effect and ±100 for the full control effect; nearly all actives have a fitted effect of over 60% in size; inactives centre near -12
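In this screen, compounds sit with the deubiquitinase complex (1nM) for 15 min at room temperature before Ub-Rho is added at 150nM final. Fluorescence rise is then followed for 6 reads every 60 seconds.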
TrxR1 inh = rat TrxR1 inhibition. Potency, µM (top dose mostly 114 µM), inactives show at the top dose activity change, negative = inhibition, most hits filed as inhibitors. actives 1% (n = 390,000). O89049. recombinant rTrxR1, NADPH fluorescence consumption, selenite substrate. AID 588453; note: potency is the fitted concentration of half-maximal effect; % is set by controls: 0 for no effect and ±100 for the full control effect; nearly all actives have a fitted effect of over 65% in size
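Rat TrxR1 (90 nM in the dispensed reagent) was pre-reduced with 400 uM NADPH for 5 min at room temperature, then incubated with compound for 15 min. After 400 uM selenite was added, NADPH fluorescence (Ex 340/Em 450 nm) was followed for 8 min.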
* = called active by the depositor; ? = inconclusive; · = not tested or not shown; & = joins results of further samples; [ ] = remark or other dose. Unless noted, calls come from the whole dose curve; as a rule, active = well fitted inhibition curve with a large enough effect; inconclusive = small, poorly fitted or top-dose-only effect; inactive = no such curve, though single readings can be large or run the other way. Random draw from the library. About 3.9% of those tested had a hit in this group.

Molecule | PI4K2A block | USP1 inh | TrxR1 inh | TrxR1 substrate | D2 antagonist | TRHR PAM | D2 agonist | TRHR agonist | mIDH1 inhibitor
COc1cc(/C=C2/C(=N)N3N=C(CC(=O)N4CCOCC4)SC3=NC2=O)ccc1OCc1ccccc1F | 3 | -4% | 4% | 0% | 2 | 0 | -0.9 | -0.1 | -5%
CCN(CC)C(=O)COC(=O)C1=NN(c2cc(C)ccc2C)C(=O)CC1 | 4 | -14% | 9% | 5%[0.457 µM] | -2 | -6 | 3.0 | 1.0 | 6%
Cc1cccc(OCc2nc(C#N)c(N3CC(C)CC(C)C3)o2)c1 (stereo unspecified) | 5 | -24% | 29% | 1% | 4 | -6 | 0.8 | 0.7 | -1%
O=C1Nc2ccc(Cl)cc2[C@@](C#CC2CC2)(C(F)(F)F)O1 | -1 | · | · | · | 21 | -3 | -0.8 | 0.3 | ·
COc1cccc(CNC(=O)CCC2CCCN(C(=O)c3ccoc3C)C2)c1 (stereo unspecified) | 2 | -29% | -13% | 1% | -10 | 1 | 1.1 | -0.6 | -2%
Cc1nnc(SCc2ccccc2Cl)c2cc3occc3n12 | 0 | -16% | 18% | 4% | · | 2 | 0.0 | 0.2 | -1%
CC(C)OCCCNC(=O)CN1C(=O)/C(=C/c2ccccc2F)Oc2ccccc21 | 0 | -10% | -2% | 95%[activator] | 2 | 1 | 0.9 | 0.0 | -1%
C=CCOC(=O)c1ccc(-n2cncn2)nc1 | 2 | -4% | 3%[57.1 µM] | -3% | -22 | -2 | -0.1 | 0.7 | -5%
Cc1ccc(S(=O)(=O)NCC(=O)OCC(=O)Nc2ccc3c(c2)OCCO3)cc1 | 6 | -17% | 10% | -4% | 10 | 7 | 0.0 | -0.2 | 0%
O=C(N/N=C/c1ccccc1)c1ccc2c(c1)OCO2 | -1 | -9% | 20% | -5% | 15 | -3 | -2.2 | -0.1 | 0%
CC(C)c1cc(-c2cc(C(=O)NCc3ccccc3)on2)nc(NC2CCCC2)n1 | -1 | -25% | 32% | 11% | -16 | 7 | -0.4 | 0.7 | -5%
CCCC(=O)Nc1c(-c2ccccc2Cl)c(=O)c2ccccc2n1C | -1 | -7% | 2% | 1% | 4 | -5 | 0.2 | 0.7 | -2%
CCOC(=O)C1=C(C)NC(C)=C(C(=O)OCC)C1C(=O)OCC(=O)NCc1ccc(F)cc1 | -2 | -21% | 6% | -1% | · | · | · | · | -2%
O=C1CSC(c2ccccc2F)N1CCN1CCCCC1 (stereo unspecified) | -5 | -20% | -2% | -7% | -28 | 9 | 0.5 | 0.1 | -1%
COC(=O)Cc1c(C)c2c(OCc3nn[nH]n3)cc(C)cc2oc1=O | 0 | -7% | 15% | 372%[activator] | · | 20 | · | 0.4 | 2%

2 compounds drawn at random from those above:
Molecule | PI4K2A block | USP1 inh | TrxR1 inh | TrxR1 substrate | D2 antagonist | TRHR PAM | D2 agonist | TRHR agonist | mIDH1 inhibitor
C=CCOC(=O)c1ccc(-n2cncn2)nc1 | 2 | -4% | 3%[57.1 µM] | -3% | -22 | -2 | -0.1 | 0.7 | -5%
COC(=O)Cc1c(C)c2c(OCc3nn[nH]n3)cc(C)cc2oc1=O | 0 | -7% | 15% | 372%[activator] | · | 20 | · | 0.4 | 2%

Remaining list, next part.
Molecule | PI4K2A block | USP1 inh | TrxR1 inh | TrxR1 substrate | D2 antagonist | TRHR PAM | D2 agonist | TRHR agonist | mIDH1 inhibitor
Cc1cc(C)n(CC(=O)c2ccccc2)c(=O)c1C#N | -1 | -4% | -6%[57.1 µM] | 11%[57.1 µM] | -24 | -6 | 0.5 | -0.5 | 4%
CC(C)c1ccc(OCc2cc(=O)n3c(-c4ccccc4)csc3n2)cc1 | -10 | -15% | -9% | 3% | · | 0 | -1.0 | -1.6 | 18%
C=CCn1cccc(C(=O)Nc2ccc(OC)cc2OC)c1=O | 4 | -26% | -12% | -15% | 4 | -5 | -1.2 | -1.3 | 9%
COC(=O)c1ccc(CNC(=O)COC(=O)c2ccccc2-c2ccccc2)cc1 | 1 | -13% | 10% | -2% | 16 | -3 | 0.7 | 0.2 | 7%
Cc1cccc(NC(=O)CSc2nnc(CSc3nc(C)cc(C)n3)o2)c1 | -10 | -10% | 39%[activator][57.1 µM] | 17% | 6 | 2 | -0.6 | 0.3 | 3%
CCOC(=O)N1CCN(Cc2nc3c(c(=O)n(C)c(=O)n3C)n2Cc2cccc3ccccc23)CC1 | 4 | 5% | -8% | -8% | -4 | 2 | -1.3 | 1.2 | 1%
O=C(NC1(C(F)(F)F)NC(=O)N(Cc2ccccc2)C1=O)c1cccs1 (stereo unspecified) | 0 | 0% | 8% | 4% | · | · | · | · | -2%
COc1ccc(C(=O)Oc2cccnc2)cc1OC | 1 | -22% | 5%[57.1 µM] | 7%[57.1 µM] | 0 | 8 | -2.1 | -0.2 | -7%
COC(=O)c1cn(CCOc2ccc(C)cc2)c2ccccc12 | 2 | -31% | 18% | 9% | -7 | 3 | -0.5 | 0.0 | 3%
Cc1ccc(S(=O)(=O)N2CCN(CCc3ccccc3)CC2)c(C)c1 | 1 | -13% | 18% | 5%[57.1 µM] | 6 | -3 | 0.5 | -0.8 | 9%
C/C(=N/NC(=O)c1sc(NS(=O)(=O)c2ccccc2)nc1C)c1ccccc1 | 5 | -21% | -9% | -10% | 13 | 2 | -0.4 | 0.0 | -18%
NC(=O)[C@@H]1CCCNc2c(I)cc([N+](=O)[O-])cc2C(=O)N[C@@H](CO)C(=O)NCC(=O)N1 | 3 | 15% | 0%[57.1 µM] | 3%[57.1 µM] | -15 | -4 | -0.5 | -0.3 | 9%
Cc1ccccc1C(=O)N1c2ncnn2C2(CCCCC2)[C@@H]2CCCC[C@@H]21 | 3 | -3% | 15% | -5% | · | -3 | 0.3 | -0.3 | -4%
O=C(N/N=C/c1ccc(OC(=O)c2cccs2)cc1)c1cccc(F)c1 | -5 | 4% | 9% | 1% | -4 | -9 | -0.7 | 0.0 | -2%
Cc1ccc2nc(-c3ccc(NC(=O)CN4CCN(c5ccccn5)CC4)cc3)sc2c1 | -6 | 5% | 3%[57.1 µM] | 35%[activator][57.1 µM] | 3 | -4 | 22 | -0.2 | -11%

Three structures out of the list, arranged by molecular weight, ascending.
Molecule | PI4K2A block | USP1 inh | TrxR1 inh | TrxR1 substrate | D2 antagonist | TRHR PAM | D2 agonist | TRHR agonist | mIDH1 inhibitor
Cc1ccccc1C(=O)N1c2ncnn2C2(CCCCC2)[C@@H]2CCCC[C@@H]21 | 3 | -3% | 15% | -5% | · | -3 | 0.3 | -0.3 | -4%
COc1cccc(CNC(=O)CCC2CCCN(C(=O)c3ccoc3C)C2)c1 (stereo unspecified) | 2 | -29% | -13% | 1% | -10 | 1 | 1.1 | -0.6 | -2%
CCOC(=O)N1CCN(Cc2nc3c(c(=O)n(C)c(=O)n3C)n2Cc2cccc3ccccc23)CC1 | 4 | 5% | -8% | -8% | -4 | 2 | -1.3 | 1.2 | 1%

(list continues)
Molecule | PI4K2A block | USP1 inh | TrxR1 inh | TrxR1 substrate | D2 antagonist | TRHR PAM | D2 agonist | TRHR agonist | mIDH1 inhibitor
CCC(=O)N/N=C/c1ccc(OS(=O)(=O)c2ccccc2)cc1 | 1 | -8% | 18%[11.4 µM] | 2%[11.4 µM] | -30 | 3 | -1.0 | 0.1 | 1%
CCC(C)Nc1nc2ccccc2n2c(C)nnc12 (stereo unspecified) | 0 | -20% | 6% | 0% | -30 | 16 | -3.1 | -1.3 | 0%
CCn1c(CNC(=O)c2ccco2)nnc1SCC(=O)c1ccc(OC)cc1 | 1 | 1% | 9% | -2% | 2 | -4 | -0.2 | -0.3 | -1%
CCn1c(C)nc2cc(C(=O)NNS(=O)(=O)c3ccc(C)cc3C)ccc21 | 4 | 8% | -2% | -8% | 3 | -3 | -1.3 | -0.8 | 1%
Cc1cccc(C(O)(C(=O)NNc2ccc3ccccc3n2)c2cccc(C)c2)c1 | -2 | -19% | -8%[11.4 µM] | -5%[11.4 µM] | 0 | -5 | 2.0 | -0.7 | 0%
O=C(Oc1ccc(F)cc1)N1CCOCC1 | 3 | -10% | 15% | -4% | -1 | 1 | -1.7 | 0.6 | -7%
Cc1ccc(N2C(=O)C3C(C2=O)N2CCCN2C3c2ccccc2)cc1C (stereo unspecified) | -2 | -9% | 7%[57.1 µM] | 6%[57.1 µM] | -11 | -2 | -0.4 | -0.1 | -1%
CCc1c(C)c2ccc(O)c(CN(C)C)c2oc1=O | -1 | -1% | ? | · | 2 | 4 | -0.8 | -0.2 | 14%
NC1=NC[C@H](c2ccccc2)N1CCc1cc(C(F)(F)F)cc(C(F)(F)F)c1 | -2 | -30% | 7%[57.1 µM] | 5%[57.1 µM] | 19 | 0 | 0.2 | 0.0 | -4%
COc1ccccc1N1CCN(Cc2nc3ccccc3[nH]2)CC1 | 2 | -13% | 14% | -1% | · | 50* | · | -0.1 | 1%
CC1(C)CC(=O)C(=Cc2cn(CCC#N)nc2-c2ccc(Cl)cc2)C(=O)C1 | -17 | -14% | ? | 6% | 7 | 1 | 2.7 | -0.4 | 16%
CCCN1CCN(C2CCCCC2NS(=O)(=O)c2ccc(Cl)cc2)CC1 (stereo unspecified) | -3 | -4% | 24%[57.1 µM] | 6%[57.1 µM] | -8 | -2 | 0.4 | 1.9 | -13%
Cc1cc(C)c(S(=O)(=O)N2CCOCC2)cc1C | 0 | -20% | 20%[57.1 µM] | 3%[57.1 µM] | 4 | -3 | 0.2 | -0.7 | 3%
Cc1cccn2c(=O)c3cc(C#N)c(=NC(=O)c4ccccc4)n(Cc4ccco4)c3nc12 | ? | -18%&-4% | 50µM* | 70%&148%[activator] | · | · | · | · | -1%&7%
CCOc1ccccc1NC(=O)c1ccc(F)c(S(=O)(=O)N2CCC3(CC2)OCCO3)c1 | 0 | -2% | 13% | 0% | -5 | -9 | -0.2 | 0.6 | 0%
Cc1cc(C)cc(NC(c2cccc(Cl)c2)c2nnc(-c3ccccc3)o2)c1 (stereo unspecified) | -4 | -29% | -7% | -6% | · | -4 | -1.2 | -0.5 | -18%
COc1cc2[nH]c(=S)n(CCN3CCCCC3C)c(=O)c2cc1OC (stereo unspecified) | 1 | -12% | 8% | 9% | 9 | -5 | 1.1 | 0.6 | 6%
